# Source: PubChem
# bIAP inh: bovine intestinal alkaline phosphatase inhibitors, primary screen, selectivity assay for TNAP inhibitor project, biochemical, bovine IAP, CDP-star luminescence | inhibition, % at 20 µM | purified bovine IAP, 30 min | 190,000 tested, under 10 active;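 active = over 50% inhibition of intestinal alkaline phosphatase at 20 µM in the single-dose screen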
#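 Incubation: 30 min reaction at room temperature / Material: purified bovine intestinal alkaline phosphatase (IAP) enzyme / Input: enzyme at 1/65,000,000 dilution / Dosing: 20 µM single dose / Signal: CDP-star luminescence signal / Reagent: CDP-star chemiluminescent phosphatase substrate, 30 µM final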
# PPARg SRC-1 ag: PPARgamma agonists recruiting SRC-1 coactivator, primary screen, biochemical. AID 631, 2007. PPARgamma-SRC-1 coactivator recruitment biochemical assay. activation, % at 8 µM. 200,000 compounds, 0.41% hits. Peroxisome proliferator-activated receptor gamma (Homo sapiens), P37231; in the data active = activation above about 19%;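 note: 0% = DMSO and 100% = reference agonist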
# Target sequence (P37231 whole entry, looked up): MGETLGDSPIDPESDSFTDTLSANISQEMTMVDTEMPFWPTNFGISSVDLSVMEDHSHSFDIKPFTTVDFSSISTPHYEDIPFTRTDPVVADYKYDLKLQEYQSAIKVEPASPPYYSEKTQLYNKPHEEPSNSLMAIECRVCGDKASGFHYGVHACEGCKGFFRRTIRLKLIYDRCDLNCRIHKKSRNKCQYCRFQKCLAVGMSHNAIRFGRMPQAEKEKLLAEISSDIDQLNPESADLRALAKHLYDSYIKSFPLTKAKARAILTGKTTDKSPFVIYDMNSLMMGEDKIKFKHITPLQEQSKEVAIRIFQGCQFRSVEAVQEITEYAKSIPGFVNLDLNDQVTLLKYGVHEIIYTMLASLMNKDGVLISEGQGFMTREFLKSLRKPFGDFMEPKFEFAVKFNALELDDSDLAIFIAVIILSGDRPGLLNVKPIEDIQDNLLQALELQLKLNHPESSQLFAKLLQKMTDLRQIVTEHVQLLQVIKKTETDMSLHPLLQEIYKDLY
# Redox H2O2 prof: compounds producing H2O2 with reducing agent – biochemical, NIH compound library profiling, artefact control for MLSCN library redox annotation, primary screen; DTT-dependent redox cycling H2O2, phenol red/HRP absorbance; 100% = 100 µM peroxide control, 0% = buffer; activation, % at 10 µM; 200,000 compounds, 0.03% hits;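 active = activation of at least 50% relative to the plate's high and low controls in the primary single-dose screen; inactive = activation below 50%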;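 note: compound incubated with DTT at 0.8 mM final as the reducing agent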
# RAM network inh: inhibitors of the yeast RAM network, primary screen, dse1pr::URA3 reporter, 5-FOA selection. S. cerevisiae dse1pr::URA3 reporter, 5-FOA growth OD615, 2 d; analog-sensitive cbk1-as2 kinase mutant strain. inhibition, % at 50 µM. 190,000 compounds, 1.8% hits. AID 868, 2007;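 active = inhibition above a set limit, 3 SD over mean compound inhibition, cut at about 8.4% in these data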;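 note: 0% = DMSO-only wells with no growth and 100% = 10 µM 1-NA-PP1 full growth; inhibition rescues growth on 5-FOA so higher OD means more RAM inhibition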
# Lmaj promast: Leishmania major promastigote growth inhibition, primary screen; Leishmania major promastigotes, resazurin fluorescence viability; inhibition, % at 10 µM; 200,000 compounds, 9% hits; AID 1063, 2008; in the data active = inhibition above about 50%;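 note: promastigotes grown with compound for 44 hours at 28 °C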
# SRC2 TRFRET art: TR-FRET signal artefacts, primary screen, artefact control for PPARgamma SRC-2 agonist project, biochemical. TR-FRET artefact counter-screen; active compounds read high. AID 1049, 2008. TR-FRET ratio at 8 µM. 200,000 compounds, 0.4% hits; in the data active = TR-FRET ratio above about 2000; note: inactives centre near 1500
# ROMK mod: ROMK potassium channel modulators, primary screen, cell-based, thallium flux, MLSMR library. B-score at 10 µM. ATP-sensitive inward rectifier potassium channel 1 (Homo sapiens), P48048. 130,000 compounds, 2% hits. Tet-inducible ROMK, thallium flux fluorescence; actives lie on both sides;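 active = signal ratio slope over the read window, or its plate-corrected B-score, at least 3 SD from the plate mean, either direction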;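 note: B-score of the F/F0 ratio slope over 7 to 12 s after thallium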
# PPARg SRC3 recr: PPARgamma agonists recruiting SRC-3 coactivator, primary screen, biochemical | biochemical PPARgamma/SRC-3 coactivator recruitment assay | activation, % at 8 µM | 200,000 compounds, 0.26% hits | AID 731, 2007; in the data active = activation above about 23%;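 note: 0% = DMSO and 100% = reference agonist; some compounds past the cut are filed as inactive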
# Efa HMGR inh: inhibitors of E. faecalis class II HMGR, primary screen, biochemical, Enterococcus faecalis. 190,000 compounds, 0.41% hits. purified E. faecalis HMGR, NADPH absorbance 340 nm kinetic. inhibition, % at 10 µM;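 active = inhibition above a set limit, the median over all tested compounds plus 3 SD, cut at about 9.5% in these data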;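 note: enzyme runs in reverse so mevalonate oxidation gives rising NADPH absorbance; 0% = complete reaction with DMSO and 100% = background rate lacking mevalonate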
# S1P3 antagonist: S1P3 receptor antagonists, primary screen, cell-based | Sphingosine 1-phosphate receptor 3 (Homo sapiens), Q99500 | CHO S1P3 NFAT-BLA reporter, FRET fluorescence, antagonist mode | inhibition, % at 4.98 µM | 170,000 compounds, 0.27% hits;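 active = inhibition above the plate cutoff, the mean inhibition of test wells on that plate plus 3 SD, cut at about 28% in these data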;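 note: cells challenged with S1P at its EC80 of 0.8 µM; blue over green emission ratio from cleaved BLA substrate after 4 h stimulation; 0% = S1P-stimulated wells and 100% = unstimulated DMSO-only wells; some compounds past the cut are filed as inactive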
# Target sequence (Q99500 whole entry, looked up): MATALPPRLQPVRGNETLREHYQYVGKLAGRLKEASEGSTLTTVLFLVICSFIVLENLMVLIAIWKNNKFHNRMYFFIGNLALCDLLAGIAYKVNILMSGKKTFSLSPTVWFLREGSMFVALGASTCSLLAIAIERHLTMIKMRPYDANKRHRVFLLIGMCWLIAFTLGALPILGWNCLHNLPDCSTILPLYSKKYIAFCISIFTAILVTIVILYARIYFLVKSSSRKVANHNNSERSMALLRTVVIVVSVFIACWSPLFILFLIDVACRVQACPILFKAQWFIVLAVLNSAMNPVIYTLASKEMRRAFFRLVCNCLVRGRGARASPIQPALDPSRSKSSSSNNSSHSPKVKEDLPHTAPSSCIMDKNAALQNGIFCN
# PPARg SRC2 recr: agonists of PPARg-SRC-2 recruitment, primary screen, biochemical, HTS. Peroxisome proliferator-activated receptor gamma (Homo sapiens), P37231. PPARgamma LBD-SRC-2 recruitment. activation, % at 8 µM. 200,000 compounds, 0.34% hits; in the data active = activation above about 22%;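 note: 0% = vehicle and 100% = reference agonist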
# * = called active by the depositor; . = no result given.
SMILES,bIAP inh,PPARg SRC-1 ag,Redox H2O2 prof,RAM network inh,Lmaj promast,SRC2 TRFRET art,ROMK mod,PPARg SRC3 recr,Efa HMGR inh,S1P3 antagonist,PPARg SRC2 recr
CCN(CC)c1ccc(N=Cc2c(O)n(-c3ccc(Cl)cc3)c(=O)[nH]c2=O)cc1,1,8,-6.3,11*,2,1622,0.27,3,-4,.,13
Cc1ccc(CN(Cc2ccccc2)C(=S)NCC(=O)N2CCC3(CC2)OCCO3)o1,-11,2,0.6,-0.3,12,1738,-0.086,4,3,22,10
Cc1sc(-n2c(C)cc(C=C3C(=O)NC(=O)NC3=O)c2C)c(C#N)c1C,-6,-6,0.0,6.3,-5,1358,-1.1,-2,-1,-4,0
Cc1cccc(CN2CCN(c3ccc(Cl)cc3)CC2)c1,5,5,-2.0,1.6,-1,1592,-1.2,2,-4,-8,6
CCCC/C(=N/O)c1c(C)[nH]c2ccccc12,8,4,0.6,0.1,2,1425,0.65,-6,5,7,-3
CN1CN=C(N[N+](=O)[O-])N(Cc2ccco2)C1,1,1,-0.1,1.6,-2,1447,.,-8,1,3,-1
c1ccc2c(CCNC3CCCCC3)c[nH]c2c1,-10,-6,-1.0,1.2,15,1430,-1.7,2,-1,-9,1
O=C1OCCN1P(=O)(c1ccccc1)c1ccccc1,0,3,1.8,1.2,-3,1523,-0.24,2,-2,-15,7
O=C(c1cccn2c(=O)c3cc(Br)ccc3nc12)N1CCC2(CC1)OCCO2,-7,11,0.1,3.5,3,1459,0.13,-8,2,.,4
O=P(O)(O)/C=C(\Cl)c1ccccc1,4,-1,-0.9,1.4,-10,1587,.,2,1,1,8
CCN(CC)P(=O)(Oc1cccc(C)c1)N(CC)CC,2,3,-0.6,0.3,23,1469,.,-4,-1,4,-6
c1ccc(CNC2=NCCS2)cc1,0,-4,0.3,3.6,1,1487,0.36,-11,-4,.,-6
Cc1ccc(NP(=O)(c2ccccc2)c2nc3ccccc3s2)cc1 (stereo unspecified),5,-2,-3.3,1.6,39,1488,1,3,-3,-5,0
Cn1cccc1/C=C1\C(=O)NC(=O)N(CCC2=CCCCC2)C1=O,13,-2,0.4,4.3,-3,1602,.,-3,3,-8,5
CCOC(=O)C(O)(c1ccc(N(CC)C(=O)COc2ccccc2)cc1)C(F)(F)F (stereo unspecified),21,1,-0.4,-0.4,65*,1394,.,-1,-2,2,-9
N=C(N)c1c(O)n(C2CCCCC2)c(=O)n(C2CCCCC2)c1=O,12,2,0.1,1.5,42,1556,0.78,-4,-4,5,3
CNc1cc(N2CCNCC2)ccc1[N+](=O)[O-],17,2,8.1,3.9,6,1468,-2.6,0,-5,-20,-2
Cc1c(C=O)c2ccccc2n1Cc1ccc(F)cc1,7,-3,0.3,-0.3,-1,1421,-1.5,-3,0,-6,-17
O=C(COC(=O)Cc1ccccc1)Nc1ncc(Cl)cc1Cl,7,5,-1.5,-0.4,-2,1549,.,-1,2,.,8
[N-]=[N+]=NCc1cn2cccnc2n1,-3,-4,-0.7,-0.1,-3,1447,-0.054,0,1,-17,-5

# Among those listed so far, these have a furan ring, fused or not:
SMILES,bIAP inh,PPARg SRC-1 ag,Redox H2O2 prof,RAM network inh,Lmaj promast,SRC2 TRFRET art,ROMK mod,PPARg SRC3 recr,Efa HMGR inh,S1P3 antagonist,PPARg SRC2 recr
Cc1ccc(CN(Cc2ccccc2)C(=S)NCC(=O)N2CCC3(CC2)OCCO3)o1,-11,2,0.6,-0.3,12,1738,-0.086,4,3,22,10
CN1CN=C(N[N+](=O)[O-])N(Cc2ccco2)C1,1,1,-0.1,1.6,-2,1447,.,-8,1,3,-1

# Complete entries as entered above. Screens in order: bIAP inh, PPARg SRC-1 ag, Redox H2O2 prof, RAM network inh, Lmaj promast, SRC2 TRFRET art, ROMK mod, PPARg SRC3 recr, Efa HMGR inh, S1P3 antagonist, PPARg SRC2 recr
# Record of CCOC(=O)C(O)(c1ccc(N(CC)C(=O)COc2ccccc2)cc1)C(F)(F)F (stereo unspecified) = 21, 1, -0.4, -0.4, 65*, 1394, ., -1, -2, 2, -9
# Record of N=C(N)c1c(O)n(C2CCCCC2)c(=O)n(C2CCCCC2)c1=O = 12, 2, 0.1, 1.5, 42, 1556, 0.78, -4, -4, 5, 3
# Record of Cc1ccc(NP(=O)(c2ccccc2)c2nc3ccccc3s2)cc1 (stereo unspecified) = 5, -2, -3.3, 1.6, 39, 1488, 1, 3, -3, -5, 0
# Record of [N-]=[N+]=NCc1cn2cccnc2n1 = -3, -4, -0.7, -0.1, -3, 1447, -0.054, 0, 1, -17, -5
# Record of O=C(COC(=O)Cc1ccccc1)Nc1ncc(Cl)cc1Cl = 7, 5, -1.5, -0.4, -2, 1549, ., -1, 2, ., 8

# Next section:
SMILES,bIAP inh,PPARg SRC-1 ag,Redox H2O2 prof,RAM network inh,Lmaj promast,SRC2 TRFRET art,ROMK mod,PPARg SRC3 recr,Efa HMGR inh,S1P3 antagonist,PPARg SRC2 recr
O=P(Nc1ccccc1)(Nc1ccccc1)Oc1ccccc1,.,-2,-0.5,-0.5,12,1365,0.74,-1,-3,-1,-3
CCNC(=O)C1OC(n2cnc3c(N)ncnc32)C(O)C1O (stereo unspecified),.,2,-0.3,.,0,1488,4.3*,-1,.,-19,7
Cc1ccc2c(c1)CC1(CN2C)C(=O)NC(=O)N(CCC2=CCCCC2)C1=O (stereo unspecified),-7,5,1.1,0.0,5,1757,.,9,3,-9,3
CNCC1(c2ccccc2)CCCC1,-2,6,-0.8,1.4,-4,1577,.,13,0,.,0
CC(=O)N1CCC(N2CCCC(C(=O)c3cccc(Cl)c3)C2)CC1 (stereo unspecified),-15,-6,-10.0,0.0,92*,1397,0.45,-3,-13,2,-13
Cc1cccc(OCC(=O)N2CCN(Cc3ccncc3)CC2)c1,9,8,0.2,1.3,0,1665,-0.3,10,-5,.,9
CCOc1ccccc1-n1c(O)c(C=NCCCN(CC)CC)c(=O)[nH]c1=O,-6,-1,1.6,-0.1,2,1574,.,-12,-14,-21,0
O=C(C1CCCN(c2nnc(-n3cccc3)s2)C1)N1CCC2(CC1)OCCO2 (stereo unspecified),10,5,-1.8,0.0,0,1650,0.18,17,-1,-30,6
CCC(=NCC1CCCO1)c1c(O)n(-c2ccc(Cl)cc2)c(=O)[nH]c1=O (stereo unspecified),15,-1,-3.9,1.1,2,1646,-0.22,-9,-3,-25,-5
CN1CCN(Cc2ccc(OC(F)(F)F)cc2)CC1,1,6,-16,0.6,90*,1617,.,12,-1,.,11
Cc1c(NP(=S)(C(C)(C)C)C(C)(C)C)c(=O)n(-c2ccccc2)n1C,-34,9,-1.4,0.1,-9,1638,0.87,5,-3,-1,2
Fc1ccc2c(c1)nnn2C1CCN(Cc2nnnn2C2CCCCC2)CC1,-8,12,2.3,0.8,9,1643,.,-12,1,-5,-5
Cc1ccc(Cn2nnnc2CN2CCC(n3nnc4cc(C(F)(F)F)ccc43)CC2)cc1,-2,6,5.5,1.8,53*,1474,.,-2,-6,25,4
CCCCn1c(O)c(C(CC)=NCc2ccc(F)cc2)c(=O)[nH]c1=O,2,-3,1.7,1.5,11,1293,.,-3,0,.,-6
O=S(=O)(c1ccccc1)N1CN2CCN(C2)C1,4,1,-3.9,2.2,4,1587,-0.013,2,-1,-12,-3
OC(c1ccccc1)(c1ccccc1)C1CCCN1 (stereo unspecified),-31,2,1.4,1.3,-3,1458,.,-6,.,.,1
Cc1ccc(-n2c(-c3ccc([N+](=O)[O-])cc3)nc3ccccc3c2=O)cc1,3,2,0.3,1.6,1,1444,.,3,2,3,3
CC(=O)c1cccc(NC2=NCC(C)S2)c1 (stereo unspecified),13,6,-1.0,1.3,-4,1729,.,-7,2,-4,12
O=C(CN1CCCCC1)Nc1ccc(Br)cc1C(=O)c1ccccc1Cl,13,1,0.9,1.1,11,1511,0.012,3,-1,.,9
O=C1/C(=C/c2cc3c(cc2Cl)OCO3)N2CCC1CC2,3,5,0.3,1.0,92*,1418,-0.98,4,0,5,-9

# Only Efa HMGR inh and bIAP inh (2 entries from above):
structure,Efa HMGR inh,bIAP inh
Cc1ccc(-n2c(-c3ccc([N+](=O)[O-])cc3)nc3ccccc3c2=O)cc1,2,3
Cc1c(NP(=S)(C(C)(C)C)C(C)(C)C)c(=O)n(-c2ccccc2)n1C,-3,-34

# (next part)
SMILES,bIAP inh,PPARg SRC-1 ag,Redox H2O2 prof,RAM network inh,Lmaj promast,SRC2 TRFRET art,ROMK mod,PPARg SRC3 recr,Efa HMGR inh,S1P3 antagonist,PPARg SRC2 recr
O=C1NC(=O)N(c2ccc(F)cc2)C(=O)/C1=C/c1ccsc1,-4,-7,-0.5,0.1,5,1642,0.46,-1,-1,-8,-7
COCCNC(=O)c1c(NC(=O)c2ccc(Br)o2)n(Cc2ccccc2)c2nc3ccccc3nc12,2,-2,0.0,8.0,14,1391,-0.23,-2,-3,-7,13
CCN1CCN(c2ccc(N)cc2)CC1,-12,-3,-1.0,2.8,-3,1672,0.53,2,1,-2,4
Cn1c(N2CCNCC2)nc2ccccc21,4,-2,1.9,0.2,-2,1461,.,-2,-6,.,-2
O=c1[nH]c(=O)n(CCC2=CCCCC2)c(O)c1/C=N/Nc1ccccc1,6,-1,-0.2,2.5,81*,1474,0.44,1,-1,1,-2
Cc1ccc(-c2nc3ccccc3c(=O)n2-c2cc(C)ccn2)cc1,7,-2,2.2,0.4,-7,1390,.,-9,0,.,-1
CCOc1cc(-c2nc3c(C)cccn3c2NCC2CCCO2)ccc1O (stereo unspecified),5,-5,3.2,0.0,20,1466,-1.1,6,-1,-44,-3
CNC(C(=O)c1ccccc1)C(OC)c1ccc(C)cc1 (stereo unspecified),-26,8,-0.2,0.7,-7,1560,0.06,3,4,-2,5
O=C1NC(=O)N(Cc2ccccc2)C(=O)/C1=C/c1cnc(-c2ccccc2)nc1,11,2,-0.9,3.1,-3,1626,.,3,-6,-17,12
CCCCC(=O)C1C(=O)NC(=O)NC1=O,0,1,2.4,0.8,1,1400,.,-4,1,-21,-3
CCC(=O)c1cn(Cc2ccccc2)c2ccccc12,16,-6,-0.2,-0.2,0,1330,-0.37,4,1,0,-4
CCCCn1c(=O)c(C=Nc2cccnc2Cl)c(O)n(CCCCl)c1=O,14,10,-0.9,5.7,-5,1407,0.68,0,3,-5,16

# These rows are one share of the data, so the mix of outcomes need not match the whole.
